procasp3 activ = activators of human procaspase-3 D3A mutant, primary screen, biochemical, absorbance, PC-3 D3A mutant, single concentration; recombinant procaspase-3 D3A, Ac-DEVD-pNA absorbance 405 nm; activation, % at 8.5 µM; 330,000 compounds, 0.11% hits;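 active = activation above the mean of all tested compounds plus 3 SD, cut at about 21% in these data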;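 note: 0% = DMSO alone and 100% = DMSO wells spiked with extra 5 µM PC-3 D3A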
Target sequence (P42574 whole entry D9A/D28A/D175A): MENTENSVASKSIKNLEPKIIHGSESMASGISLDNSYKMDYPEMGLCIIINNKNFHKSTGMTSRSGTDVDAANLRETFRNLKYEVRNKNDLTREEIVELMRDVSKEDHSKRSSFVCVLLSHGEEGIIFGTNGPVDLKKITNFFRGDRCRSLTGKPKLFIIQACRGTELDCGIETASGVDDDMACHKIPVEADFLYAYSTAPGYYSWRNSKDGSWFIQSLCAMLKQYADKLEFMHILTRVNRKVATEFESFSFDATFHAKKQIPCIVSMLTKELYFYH
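material = Procaspase-3 D3A mutant | probe or stimulus = Ac-DEVD-pNA | compound = single dose, 8.5 µM nominal compound, 0.8% DMSO | timing = 1 h preincubation, 2 h reaction | measured by = 405 nm absorbance of p-nitroaniline, reads at 0 and 120 min | benchmarks = DMSO-only low control, 5 µM PC-3 D3A high control | repeats = singlicate, each compound tested once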
proCasp7 act = procaspase-7 activators, primary screen, counter-screen for procaspase-3 activator project, biochemical, absorbance, HTS, human; Caspase-7 (Homo sapiens), P55210; recombinant procaspase-7, Ac-DEVD-pNA absorbance 405 nm; D23A/D198A/D206A triple mutant, cannot self-cleave; scale: DMSO 0, 5 µM enzyme 100; activation, % at 8.5 µM; 330,000 compounds, 0.093% hits; AID 463210, 2010;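 active = percent activation above the screen-wide mean plus 3 SD, cut at about 25% in these data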
Target sequence (P55210 whole entry D23A/D198A/D206A): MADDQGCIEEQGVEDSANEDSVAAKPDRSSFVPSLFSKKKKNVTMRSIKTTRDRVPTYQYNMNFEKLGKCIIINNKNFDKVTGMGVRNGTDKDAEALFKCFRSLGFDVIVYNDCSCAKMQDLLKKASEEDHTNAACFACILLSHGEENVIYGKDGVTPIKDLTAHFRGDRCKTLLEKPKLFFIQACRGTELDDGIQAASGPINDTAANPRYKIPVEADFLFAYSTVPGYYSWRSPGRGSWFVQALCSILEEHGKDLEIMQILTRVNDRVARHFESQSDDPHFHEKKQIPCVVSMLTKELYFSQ
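Test system: Procaspase-7 triple mutant (PC-7 D3A). Also added: Ac-DEVD-pNA substrate, 400 µM as added. Schedule: 1 h enzyme–compound preincubation and 2 h substrate reaction, both 25 °C. Signal: p-Nitroaniline absorbance at 405 nm, read at 0 and 120 min. Control set: low DMSO alone, high DMSO plus 5 µM PC-7.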
AGP1-GFP MLPCN = modulators of AGP1-GFP expression in yeast TOR pathway, primary screen, cell-based, multiplex flow cytometry, S. cerevisiae, MLPCN library; 3 h; GFP as percent of DMSO wells; AID 2066, 2009; 320,000 compounds, 0.02% hits; GFP response vs DMSO, % at 10 µM;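 active = GFP response relative to DMSO above a set limit, near screen average plus 3 SD, cut at about 150% in these data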;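 note: median GFP channel fluorescence of the gated AGP1 strain per well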
LAP4-GFP MLPCN = modulators of LAP4-GFP expression in yeast, primary screen, S. cerevisiae, multiplex flow cytometry, MLPCN library; 3 h; median GFP as percent of DMSO wells; GFP response vs DMSO, % at 10 µM; 320,000 compounds, 0.34% hits;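 active = GFP response vs DMSO above a set limit, about the screen mean plus 3 SD, cut at about 150% in these data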
MEP2 TOR yeast = modulators of MEP2-GFP levels in yeast, primary screen, S. cerevisiae, multiplex flow cytometry, MLPCN library | 330,000 compounds, 0.51% hits | S. cerevisiae MEP2-GFP strain, 3 h; 100% = DMSO control level | AID 2016, 2009 | GFP response vs DMSO, % at 10 µM;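 active = GFP response versus DMSO above a set limit, roughly screen mean plus 3 SD, cut at about 180% in these data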;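 note: median GFP fluorescence of the barcode-gated MEP2-GFP cells per well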
CIT2 TOR yeast = modulators of CIT2-GFP expression in yeast, primary screen, S. cerevisiae, GFP fusion, multiplex flow cytometry, MLPCN library; S. cerevisiae CIT2-GFP strain, 3 h; 100 means same as DMSO wells; GFP response vs DMSO, % at 10 µM; 320,000 compounds, 0.065% hits; AID 2029, 2009;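 active = GFP response relative to DMSO above a set limit, near the screen mean plus 3 SD, cut at about 150% in these data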;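 note: ratio of well median GFP fluorescence to mean of DMSO wells on the plate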
AHR act = AHR activators, primary screen, cell-based, luminescence, luciferase reporter, human. 320,000 compounds, 2.5% hits. activation, % at 5 µM. Aryl hydrocarbon receptor (Homo sapiens), P35869. AHR-responsive luciferase reporter cells; in the data active = activation above about 47%;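 note: 0% = vehicle wells and 100% = reference agonist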
RPL19A-GFP yeast = RPL19A-GFP expression modulators in yeast, primary screen, cell-based, S. cerevisiae, multiplex flow cytometry, MLPCN | S. cerevisiae RPL19A-GFP strain, 3 h; stronger effect = lower value | percent response vs DMSO, % at 10 µM | 330,000 compounds, 0.3% hits | AID 2025, 2009;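 active = percent response vs DMSO below 50%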;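 note: median channel GFP fluorescence of the barcoded RPL19A-GFP strain; ratio of sample median GFP to plate DMSO average so 100% = DMSO; lower means less RPL19A-GFP as with rapamycin TOR inhibition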
* = called active by the depositor.

compound	AGP1-GFP MLPCN	proCasp7 act	RPL19A-GFP yeast	procasp3 activ	CIT2 TOR yeast	LAP4-GFP MLPCN	AHR act	MEP2 TOR yeast
NS(=O)(=O)c1ccc(N/N=C/C=C/c2ccccc2[N+](=O)[O-])cc1	105.4	-16.5	103.0	-19.0	101.5	105.0	82.2*	108.3
COC(=O)c1ccc(CNCC(O)COc2ccc(-c3ccccc3)cc2)cc1 (configuration not stated)	88.5	-1.4	96.8	5.3	91.6	91.7	-1.9	104.0
CCCCN(C(=O)c1ccc([N+](=O)[O-])s1)c1c(N)n(CC(C)C)c(=O)[nH]c1=O	101.9	7.5	93.8	-0.8	100.1	98.4	-3.6	96.9
Cc1cc(CNC(=O)CC2C(=O)NCCN2Cc2ccccc2C(F)(F)F)nn1C (configuration not stated)	101.6	-5.2	97.8	6.0	97.0	104.4	0.5	104.0
COc1cccc(CN2CCN(c3cccc(C(F)(F)F)c3)CC2)c1OC	99.2	-10.4	103.0	3.4	98.0	94.1	-4.7	107.2
O=C(CN(C(=O)Cn1nnc(-c2ccc(F)cc2)n1)C1CCCC1)NC1CCCC1	87.3	9.4	91.7	-0.9	85.8	87.2	-0.9	82.0
CCn1c2ccccc2c2cc(NC(=O)c3ccc(=O)oc3)ccc21	103.8	-17.2	99.5	-16.8	98.1	109.2	57.6*	94.1
COc1ccc(Cn2ccnc2SCC(=O)NC2CCCC2)cc1	105.1	3.3	118.7	-4.3	110.9	104.0	-0.6	107.5
OC(COc1ccc2c(c1)OCO2)CN1CCCCC1 (configuration not stated)	90.9	-3.6	104.8	5.4	106.9	96.7	-0.1	105.4
CCOC(=O)CSc1nc(C)c2cccc(C)c2n1	99.3	11.7	94.0	-1.4	93.2	102.1	2.5	96.3
CC1(C)CC2(CCO1)OC(=O)CC2C(=O)Nc1c(Cl)cccc1Cl (configuration not stated)	101.9	-2.3	98.4	1.3	101.9	106.2	-0.6	98.2
CCOC(=O)C1=C(COC(=O)/C=C/c2cccc(Cl)c2)NC(=O)NC1C (configuration not stated)	103.5	14.2	98.8	5.7	103.7	95.1	0.4	102.9
O=C(OCC(=O)N(CCc1ccccc1)Cc1ccccc1)c1ccccc1O	101.4	0.4	97.8	-7.2	103.7	105.3	1.2	92.1
CCOc1ccc(NC(=O)Cn2c(=O)oc3ccccc32)cc1	106.9	-4.8	97.3	3.6	105.7	103.2	0.1	99.5
O=C(CSc1nc(C(F)(F)F)cc(=O)[nH]1)NCC1CCCO1 (configuration not stated)	107.0	6.2	96.7	-5.1	92.6	109.3	-3.6	93.7
C=CCN1C=C2C(=O)C(C)(OC(=O)CCC(=O)OC)C(=O)C(Br)=C2C=C1c1ccc(OC)cc1 (configuration not stated)	80.7	-28.4	97.2	5.3	64.7	98.8	8.3	90.0
O=C(Nc1ccc(F)cc1F)N1CCCN(CCOc2ccccc2)CC1	99.3	12.0	92.2	3.8	97.3	103.2	2.2	92.7
O=C1c2ccccc2CN1C(CO)c1ccccc1 (configuration not stated)	112.0	5.8	99.6	1.7	118.0	118.1	3.9	103.3
COc1cc(SC)ccc1C(=O)NNC(=O)c1cc(C)oc1C	109.5	5.2	100.2	0.8	98.7	112.8	9.8	94.8
COc1ccc(-c2nn(-c3ccccc3C)cc2CNCc2cccnc2)cc1F	106.4	1.4	103.6	0.7	111.2	98.5	3.7	105.8
O=C(Cn1cc(SCc2ccc(Cl)cc2)c2ccccc21)N1CCOCC1	99.3	0.4	99.1	-2.7	85.8	105.3	18.9	96.3
O=[N+]([O-])c1ccc(-c2nc(C(Cl)Cl)c3ccccc3n2)cc1	98.3	-1.2	94.8	-5.8	85.1	98.3	74.9*	95.4
CCCN(CC(=O)Nc1ccccc1OC)C(=O)CCC(=O)c1ccc(F)cc1	108.4	-0.5	99.1	1.5	99.9	102.6	1.6	100.3
Cn1cncc1C(=O)c1ccccc1	104.0	1.2	102.1	-4.3	92.5	105.3	4.2	95.7
COc1ccc(NC(C)=O)cc1CP(=O)(c1ccccc1)c1ccccc1	99.8	10.3	109.3	4.8	99.3	92.5	-0.3	107.2
CC(=O)C12C3C4C(C5C1C3C5(Br)C41OCCO1)C21OCCO1 (configuration not stated)	101.6	-6.9	101.8	3.5	105.8	90.6	-3.8	95.7
N#Cc1cc2cc3c(cc2nc1SCC(=O)N1CCOCC1)OCCO3	105.0	-9.8	113.3	2.2	101.5	101.8	4.8	104.9
Cc1cc(C(=O)O[C@H]2[C@H](Cc3ccccc3)NS(=O)(=O)[C@H]3C[C@@H]4C=C[C@]23O4)ccc1[N+](=O)[O-]	102.4	-5.5	99.7	7.1	104.6	107.4	0.6	97.1
COc1cc(OC)cc(C(=O)NNC(=S)NC2CC2)c1	90.7	-15.7	101.1	4.7	93.2	100.5	12.1	111.6
CSc1ncccc1C(=O)OCC(=O)NCc1ccc2c(c1)OCO2	105.6	-1.0	109.9	0.3	103.9	97.0	-4.2	109.0
Cc1ccc(NS(=O)(=O)c2ccc(Br)s2)nc1	92.3	2.6	95.1	-5.7	87.3	100.7	6.4	93.2
O=C(COc1ccc(Cl)cc1Cl)NN=C1c2ccccc2-c2ccccc21	97.0	-0.6	101.7	8.2	96.3	107.0	11.6	106.4

Full records, quoted from the list. Values in the order: AGP1-GFP MLPCN | proCasp7 act | RPL19A-GFP yeast | procasp3 activ | CIT2 TOR yeast | LAP4-GFP MLPCN | AHR act | MEP2 TOR yeast
Entry for `O=C(COc1ccc(Cl)cc1Cl)NN=C1c2ccccc2-c2ccccc21` = 97.0 | -0.6 | 101.7 | 8.2 | 96.3 | 107.0 | 11.6 | 106.4
Entry for `Cc1ccc(NS(=O)(=O)c2ccc(Br)s2)nc1` = 92.3 | 2.6 | 95.1 | -5.7 | 87.3 | 100.7 | 6.4 | 93.2
Entry for `CC(=O)C12C3C4C(C5C1C3C5(Br)C41OCCO1)C21OCCO1` (configuration not stated) = 101.6 | -6.9 | 101.8 | 3.5 | 105.8 | 90.6 | -3.8 | 95.7

Further entries.
compound	AGP1-GFP MLPCN	proCasp7 act	RPL19A-GFP yeast	procasp3 activ	CIT2 TOR yeast	LAP4-GFP MLPCN	AHR act	MEP2 TOR yeast
O=C1CCN(Cc2cccnc2)CCN1[C@H](CO)c1ccccc1	82.6	1.1	98.4	10.8	81.0	118.9	10.1	92.5
COc1ccc(Cc2nnc(SCC(=O)Nc3c(C)cccc3C)[nH]c2=O)cc1	89.8	4.3	88.3	7.2	85.4	92.4	7.5	90.2
O=C(NCC(c1cccs1)N1CCOCC1)c1cc([N+](=O)[O-])cc([N+](=O)[O-])c1 (configuration not stated)	97.2	-3.3	96.4	-7.4	94.1	87.7	-2.7	96.1
COC(=O)CCc1nc2ccccc2[nH]c1=O	95.0	-1.7	91.1	9.4	97.7	91.8	-1.7	97.3
COc1ccc(OCC(=O)Nc2ccc(Cl)cc2)cc1	100.2	6.0	99.2	1.9	93.0	106.8	0.0	98.2
O=C(c1ccccc1)c1ccc(O)cc1O	83.1	-5.6	103.5	-5.0	107.6	98.1	10.0	103.1
CCOC(=O)c1sc(NC(=O)CCCn2nc([N+](=O)[O-])cc2C)c(C(=O)OCC)c1C	97.3	2.5	101.5	3.3	104.4	99.5	-0.5	107.8
O=C(c1ccccc1S(=O)(=O)NCc1ccccc1)N1CCCCC1	101.2	-10.3	99.5	-3.2	109.2	95.2	2.8	103.0
CCc1nn(C(CC)C(=O)NCCCN2CC(C)CC(C)C2)c(=O)c2cc3oc(C)cc3n12 (configuration not stated)	105.9	-0.1	102.3	-4.5	107.6	112.6	-0.6	125.6
CCOc1cccc(OCCOc2ccccc2[N+](=O)[O-])c1	95.6	-2.7	96.7	6.7	93.5	97.6	5.0	94.8
COCc1cc(C)nc(N2CCCCC2)c1C#N	92.8	-3.4	94.9	-5.2	79.9	109.8	4.8	108.3
Cc1nn2c(N)csc2nc1=O	103.8	6.7	102.5	0.7	107.3	100.3	-1.1	103.0
C=CCNc1oc(-c2ccc(Cl)cc2)nc1C#N	100.9	-31.4	105.1	-9.1	106.0	105.3	7.2	114.3
CCOCCCNC(=S)N(CCN(CC)CC)Cc1cc2cc3c(cc2[nH]c1=O)OCCO3	104.7	-1.5	107.3	3.0	106.1	98.0	7.4	109.1
CC1CCCCC1NC(=O)COC(=O)/C=C/c1ccc2c(c1)OCO2 (configuration not stated)	96.7	2.4	94.8	-1.3	96.2	84.7	2.5	104.3
CCN1C(=O)/C(=C2\C=Cc3ccccc3N2CC)SC1=S	110.8	-2.6	103.9	5.5	108.9	115.0	-1.0	102.3
O=S(=O)(NCC(c1cccnc1)N1CCOCC1)c1ccc(Cl)cc1 (configuration not stated)	100.6	-5.2	103.5	0.2	101.3	93.6	0.8	101.8
CCOC(=O)C1CCN(S(=O)(=O)c2cn(C)c(C)n2)CC1	109.1	1.3	103.8	-2.5	101.3	115.3	0.3	106.7
CN1CCN(C(=O)c2ccc(-n3cccc3)cc2)CC1	107.7	1.0	107.0	-8.7	109.3	106.1	1.2	106.1
COc1ccc(-c2cc3c(=O)n(CC(=O)NCc4ccc(Cl)cc4)ncn3n2)cc1	91.5	2.2	100.6	-12.6	89.7	112.2	2.7	98.6
COC(=O)c1cccc(NC(=O)/C=C/c2ccc([N+](=O)[O-])cc2)c1	103.8	4.6	101.1	-7.9	103.0	103.1	-3.5	103.9

Screening data (PubChem BioAssay)
